VHR inh abs: inhibitors of human VHR1 phosphatase (DUSP3). P51452. recombinant VHR phosphatase, pNPP absorbance. inhibition, % at 13.3 µM. 290,000 compounds, 0.52% hits. AID 1654; in the data active = inhibition above about 50%; also: some compounds called inactive have numbers as strong as hits
UGM FP inh: blocks M. tuberculosis UGM enzyme | inhibition, % at 10 µM | purified UGM, fluorescence polarization probe displacement | P9WIQ1 | AID 504406 | 320,000 compounds, 0.06% hits; in the data active = inhibition above about 10%, passing the limit was not always enough
Target sequence (P9WIQ1 whole entry, looked up): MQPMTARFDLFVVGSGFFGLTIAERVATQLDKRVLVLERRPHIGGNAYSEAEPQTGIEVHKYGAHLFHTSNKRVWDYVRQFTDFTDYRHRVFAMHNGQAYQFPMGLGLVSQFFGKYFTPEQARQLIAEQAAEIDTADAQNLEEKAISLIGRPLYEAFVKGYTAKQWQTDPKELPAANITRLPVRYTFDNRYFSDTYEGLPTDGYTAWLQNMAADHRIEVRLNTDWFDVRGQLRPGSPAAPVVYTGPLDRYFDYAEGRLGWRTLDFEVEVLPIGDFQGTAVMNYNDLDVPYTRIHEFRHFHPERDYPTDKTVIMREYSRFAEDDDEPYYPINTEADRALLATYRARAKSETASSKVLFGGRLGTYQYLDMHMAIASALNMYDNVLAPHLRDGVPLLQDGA
Rv3671c protease: Rv3671c (M. tuberculosis) protease inhibition. inhibition, % at 5.96 µM. P9WHR9. 320,000 compounds, 0.048% hits. AID 2606; in the data active = inhibition above about 38%;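 also: extracellular domain of Rv3671c used as enzyme; 0% = enzyme with DMSO and 100% = no enzyme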
CCHFV vOTU inh: blocks the CCHF virus ovarian tumor domain protease. CCHFV vOTU protease, Pep-AMC fluorescence. AID 651958. inhibition, % at 11.5 µM. 370,000 compounds, 0.55% hits; also: 0% = vehicle wells with enzyme and 100% = no enzyme wells
Mtb BioA inh: inhibitors of Mycobacterium tuberculosis BioA enzyme. purified M. tuberculosis BioA enzyme, plate reader. inhibition, % at 9.99 µM. 360,000 compounds, 0.096% hits. AID 602481; in the data active = inhibition above about 40%
FadD28 binding: inhibitors of Mycobacterium tuberculosis FadD28 bisubstrate binding | FadD28 bisubstrate probe binding, fluorescence polarization | inhibition, % at 12.5 µM | 360,000 compounds, 0.22% hits; in the data active = inhibition above about 8.5%, passing the limit was not always enough
MazEF act: increases E. coli MazEF RNase cleavage of RNA. P0AE70. FAM/BHQ RNA-DNA oligo cleavage fluorescence, 5 h. AID 504720. 350,000 compounds, 0.32% hits. activation, % at 20 µM; in the data active = activation above about 50%
Target sequence (P0AE70 whole entry, looked up): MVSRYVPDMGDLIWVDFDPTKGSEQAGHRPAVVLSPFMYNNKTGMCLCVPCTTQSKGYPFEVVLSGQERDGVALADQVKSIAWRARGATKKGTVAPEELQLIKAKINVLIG
GDH-TPI inh: inhibits GDH-TPI coupling enzymes, artifact for Mtb FBA screen | GDH-TPI coupled enzyme counterscreen, NADH absorbance | inhibition, % at 4.8 µM | AID 588335 | 360,000 compounds, 1.2% hits;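 also: 0% = DMSO wells and 100% = wells lacking the enzyme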
BoNT-F LC inh: blocks Botulinum neurotoxin F light chain protease; Multiplex microsphere protease cleavage assay, flow cytometry; inhibition, % at 10 µM; 360,000 compounds, 0.22% hits; AID 588497; in the data active = inhibition above about 35%, passing the limit was not always enough; also: plate controls were buffer without enzyme for full effect and enzyme alone for no effect
Mtb FBA inh: inhibitors of M. tuberculosis fructose-bisphosphate aldolase. purified M. tuberculosis FBA, fluorescence read-out. inhibition, % at 1 µM. 360,000 compounds, 2.3% hits. AID 588726; in the data active = inhibition above about 27%;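 also: 0% = vehicle and 100% = reference inhibitor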
Target sequence (P9WQA3 whole entry, looked up): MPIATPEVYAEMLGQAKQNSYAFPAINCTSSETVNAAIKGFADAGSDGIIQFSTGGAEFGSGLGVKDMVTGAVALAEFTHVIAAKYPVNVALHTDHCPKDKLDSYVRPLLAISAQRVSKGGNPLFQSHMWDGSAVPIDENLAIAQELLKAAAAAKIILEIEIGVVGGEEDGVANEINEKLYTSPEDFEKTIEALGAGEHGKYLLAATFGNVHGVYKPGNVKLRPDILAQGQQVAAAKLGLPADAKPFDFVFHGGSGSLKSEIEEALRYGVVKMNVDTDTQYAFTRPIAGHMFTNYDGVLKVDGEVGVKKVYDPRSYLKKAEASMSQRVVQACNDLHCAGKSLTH
Starred values were filed as active, the others as inactive; . = not tested or not shown; + = active, no number; & = joins results of further samples. Rule as the data show it, unless noted: active = inhibition above about 30%; inactive = the rest. Random draw from the library; overall some 4.9% were active at least once.

1. CC[C@H](C)[C@H](NC(=O)OCc1ccccc1)C(=O)OCC(=O)N1CCN(c2ccc(F)cc2)CC1
2. O=C(N/N=C/c1ccc[nH]1)c1ccc2c(c1)OCO2
3. COc1ccc(CNC(=O)C2C3C=CC4(CN(Cc5cccnc5)C(=O)C24)O3)cc1 (stereo not drawn)
4. COc1ccccc1C(=O)NCC(=O)N1CCN(S(=O)(=O)c2ccc3c(c2)OCCO3)CC1
5. CP(=O)(Nc1cc(Cl)ccc1Cl)c1nc2c(s1)CCCC2 (stereo not drawn)
6. CC(C)N(C(=O)[C@H]1C[C@H](CC(=O)NCCN2CCOCC2)C(=O)N2CCc3c([nH]c4ccc(Cl)cc34)[C@]12C)C(C)C
7. COc1ccc([C@@H]2CC(=O)c3c(O)cc(O)cc3O2)cc1O
8. CCOC(=O)CN1C(=O)C(=O)c2cccc(C)c21
screen / no.	1	2	3	4	5	6	7	8
GDH-TPI inh	6	22	-2	9	5	-1	18	5
MazEF act	-2	-1	2	1	3	8	3	1
CCHFV vOTU inh	6	-5	1	-2	0	7	3	11
BoNT-F LC inh	0	-1	-2	.	0	3	-13	-6
FadD28 binding	-0.3	-0.8	-3.2	-4.6	-0.5	-0.1	-5.0	-1.1
Mtb FBA inh	2	-1	0	1	-2	3	-1	1
VHR inh abs	.	18	19	.	1	.	.	21
Rv3671c protease	.	1	-1	6	-3	.	-3	-1
UGM FP inh	.	-2.9	-0.7	1.6	-0.6	.	3.2	0.3
Mtb BioA inh	-0.1	.	-1.9	-0.3	1.6	0.7	3.9	-1.9

Some of the entries so far, as labelled records.
[8] CCOC(=O)CN1C(=O)C(=O)c2cccc(C)c21
- GDH-TPI inh: 5
- MazEF act: 1
- CCHFV vOTU inh: 11
- BoNT-F LC inh: -6
- FadD28 binding: -1.1
- Mtb FBA inh: 1
- VHR inh abs: 21
- Rv3671c protease: -1
- UGM FP inh: 0.3
- Mtb BioA inh: -1.9
[6] CC(C)N(C(=O)[C@H]1C[C@H](CC(=O)NCCN2CCOCC2)C(=O)N2CCc3c([nH]c4ccc(Cl)cc34)[C@]12C)C(C)C
- GDH-TPI inh: -1
- MazEF act: 8
- CCHFV vOTU inh: 7
- BoNT-F LC inh: 3
- FadD28 binding: -0.1
- Mtb FBA inh: 3
- VHR inh abs: .
- Rv3671c protease: .
- UGM FP inh: .
- Mtb BioA inh: 0.7
[2] O=C(N/N=C/c1ccc[nH]1)c1ccc2c(c1)OCO2
- GDH-TPI inh: 22
- MazEF act: -1
- CCHFV vOTU inh: -5
- BoNT-F LC inh: -1
- FadD28 binding: -0.8
- Mtb FBA inh: -1
- VHR inh abs: 18
- Rv3671c protease: 1
- UGM FP inh: -2.9
- Mtb BioA inh: .
[3] COc1ccc(CNC(=O)C2C3C=CC4(CN(Cc5cccnc5)C(=O)C24)O3)cc1 (stereo not drawn)
- GDH-TPI inh: -2
- MazEF act: 2
- CCHFV vOTU inh: 1
- BoNT-F LC inh: -2
- FadD28 binding: -3.2
- Mtb FBA inh: 0
- VHR inh abs: 19
- Rv3671c protease: -1
- UGM FP inh: -0.7
- Mtb BioA inh: -1.9

Additional compounds.
9. CCCNC(=O)[C@H](Cc1c[nH]c2ccccc12)NC(=O)c1ccccc1Cl
10. Cc1cccc(N2C(=O)Cc3ccccc3C2=O)c1
11. CCN(CC)CCN(Cc1cc2cc3c(cc2[nH]c1=O)OCO3)C(=S)NCCOC
12. Cc1ccc(-c2nnc(SCC(=O)N3CCN(c4ccccc4)CC3)o2)cc1
13. CCCn1c(=NC(=O)c2ccco2)c(C(=O)OCC)cc2c(=O)n3ccccc3nc21
14. CCc1cc2c(=O)[nH]cnc2s1
15. Nc1nc2n(n1)C(=O)CC(c1ccccc1[N+](=O)[O-])N2 (stereo not drawn)
16. Cc1cc(C)n(CC(=O)N/N=C/c2ccco2)n1
screen / no.	9	10	11	12	13	14	15	16
GDH-TPI inh	12	-1	26	6	19	-12	-3	7
MazEF act	1	1	4	4	-3	1	0	-2
CCHFV vOTU inh	7	26	-25	8	-330	-1	-5	-2
BoNT-F LC inh	-5	6	-20	-2	-3	-87	-3	-5
FadD28 binding	0.1	0.2	-0.2	0.9	0.9	3.0	-0.8	-3.2
Mtb FBA inh	0	0	34*	0	+	9	7	-1
VHR inh abs	18	6	35	33	22	14	26	32
Rv3671c protease	-3	7	0	4	0	0	0	-6
UGM FP inh	3.9	0.3	1.6	-2.0	-1.7	0.8	-2.0	1.6
Mtb BioA inh	.	0.4	-1.0	-2.2	1.7	2.2	.	0.6

17. C=CCNC(=O)C12CCC(C)(C(=O)C1Br)C2(C)C (stereo not drawn)
18. O=C(C1=C(O)C(=O)N(Cc2cccnc2)C1c1ccccn1)c1cccs1 (stereo not drawn)
19. O=S(=O)(Cc1cc(Oc2ccccc2)nc(-c2ccccc2)n1)c1ccccc1
20. O=C(Nc1ccc2oc(-c3ccncc3)nc2c1)c1ccccc1
21. CCCCNC(=O)C1C2C=CC3(CN(Cc4ccccc4Cl)C(=O)C13)O2 (stereo not drawn)
22. COc1ccc(C)cc1S(=O)(=O)N1CCN(C(=O)c2ncoc2-c2cccc(F)c2)CC1
23. O=C(N/N=C/c1cc([N+](=O)[O-])ccc1O)c1cccc(N2CCCC2=O)c1
24. CC(C)CCNC(=O)c1ccc(Cn2c(=S)[nH]c3ccccc3c2=O)cc1
screen / no.	17	18	19	20	21	22	23	24
GDH-TPI inh	4	12	7	-9	-4	4	20	3
MazEF act	-1	3	6	0	11	-20	4	1
CCHFV vOTU inh	4	0	4	-15	-25	-1	3	5
BoNT-F LC inh	-6	0	3	1	-13	-8	4	4
FadD28 binding	-3.4	-0.7	-2.2	-3.3	-0.7	-1.9	-5.2	.
Mtb FBA inh	-13	5	0	0	2	1	-9	-1
VHR inh abs	10	12	-14	25	10	8	19	-8
Rv3671c protease	-9	8	-13	-2	4	5	10	-17
UGM FP inh	-1.1	1.9	-0.9	1.6	-1.4	2.4	0.5	2.3
Mtb BioA inh	-0.2	.	6.3	-1.6	0.0	1.6	0.5	-0.2

25. O=c1cc(-c2ccccc2Cl)c2c([nH]1)CCC2
26. CC1(C)S[C@@H]2[C@H](NC(=O)Cc3ccccc3)C(=O)N2[C@H]1C(=O)O
27. CCOC(=O)c1c(/N=C/N(C)C)sc(/C=N/Nc2ccccc2)c1-c1ccccc1
28. O=C(CCS(=O)(=O)c1ccc(Br)cc1)NCCc1ccccc1
29. Oc1ccc(Nc2nc(-c3cccnc3)cs2)cc1
30. COc1cccc(-c2csc(NC(=O)C3CC3)n2)c1
31. CNC(=O)N(O)C1N(c2ccccc2)C(=S)SC1(C)C (stereo not drawn)
32. CN(C(=O)c1ccc(NC(=O)Cc2cccc(NC(=O)C3CCCN(C(=O)C4CC4)C3)c2)cc1)C1CCCC1 (stereo not drawn)
screen / no.	25	26	27	28	29	30	31	32
GDH-TPI inh	-7	6&2	11	1	14	0	8	-12
MazEF act	14	0&-2	5	5	3	6	11	1
CCHFV vOTU inh	0	4&2	0	-10	.	1	-2	-7
BoNT-F LC inh	-9	-12&12	4	16	17	-10	-13	-3
FadD28 binding	-3.4	-0.6&-0.9	-1.9	1.5	-1.0	-4.1	-1.2	-4.1
Mtb FBA inh	2	-2&1	8	-1	0	-1	1	0
VHR inh abs	-10	-3&31	-8	-2	-12	42	-8	.
Rv3671c protease	1	6&-2	5	-6	6	-7	1	3
UGM FP inh	-0.2	-2.3&1.0	-2.2	2.6	-0.5	-1.6	2.5	-0.6
Mtb BioA inh	0.1	-2.0&-2.0	.	3.0	1.3	1.3	-0.4	1.6

33. CCCCOCCCNCC(=O)Nc1ccc(S(N)(=O)=O)cc1
34. Cc1ccc(C)c(C(=O)OCC(=O)N(C)c2ccccc2)c1
35. COC(=O)c1ccccc1COc1cccn2c(N(C)Cc3cccs3)c(C)nc12
36. O=C(C1CCN(Cc2cc(Cl)ccc2O)CC1)N1CCN(Cc2ccccc2)CC1
37. CCCCc1nc2cc(C(=O)N3CCC(OC)CC3)ccc2o1
38. CNc1c(NS(=O)(=O)c2ccc3c(c2)CCCC3)c(=O)oc2ccccc12
39. O=C1COc2ccc(C(=O)COC(=O)Cc3ccccc3F)cc2N1
40. Cc1ccc2oc(=O)cc(CN3CCC(C)CC3)c2c1
41. C[N+]1(C2CCC3CCC2C3O)CCCC1 (stereo not drawn)
42. O=C(CSc1nc2ccccc2n1CCc1ccccc1)N1CCOCC1
43. Cn1nc(-c2ccccc2)c(C(=O)NC(C(=O)O)c2ccccc2)c1Cl (stereo not drawn)
screen / no.	33	34	35	36	37	38	39	40	41	42	43
GDH-TPI inh	-1	-6	0	-2	11	15	-6	4	1	3	-4
MazEF act	4	6	.	-4	-4	4	13	6	7	5	13
CCHFV vOTU inh	9	15	3	-4	-6	4	-12	4	-19	7	-5
BoNT-F LC inh	0	-15	0	-4	2	-15	2	6	21	-13	0
FadD28 binding	-3.2	-4.2	1.5	-1.3	0.4	-2.4	.	-2.5	-1.2	-2.4	-4.0
Mtb FBA inh	1	-4	0	2	1	-1	3	-4	0	0	-2
VHR inh abs	6	24	.	8	8	-12	15	30	1	18	39
Rv3671c protease	0	-3	.	-1	3	-2	-1	4	-5	-12	7
UGM FP inh	2.3	0.7	.	1.8	2.8	0.9	1.9	-0.3	-1.6	-0.8	-0.7
Mtb BioA inh	.	-0.7	-0.8	.	-0.2	-2.0	.	0.0	-1.5	.	.

High-throughput results (PubChem BioAssay)
